Assay outcomes: PubChem, several laboratories
MBD2 inh: blocks human MBD2 binding to methylated DNA | hit rate 0.31% among 370,000 | Q9UBB5 | inhibition, % at 4.4 µM | AID 686964 | TR-FRET, MBD2 binding to methylated oligonucleotide; in the data active = inhibition above about 13%
Rev-erbA mod: modulates human Rev-erb alpha binding to DNA; P20393; Rev-erbα–FITC-DNA binding, fluorescence polarization, 90 min; activity, % at 10 µM; hit rate 0.79% among 370,000; AID 1259318;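 active = activity above about 14%, limit read from the data; passing the limit was not always enough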;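 note: 0% = DMSO wells with 35 nM protein and 100% = DMSO wells with 750 nM protein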
ADAM17 inh: inhibitors of human ADAM17; inhibition, % at 6.95 µM; P78536; recombinant ADAM17, EDANS/DABCYL FRET peptide cleavage; hit rate 0.83% among 370,000;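 active = inhibition above the mean of compounds lying between control limits plus 3 SD, set per campaign, cut at about 8.5% in these data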;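 note: 0% = DMSO-only wells as the low control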
DAX1 inh-1: inhibits human nuclear receptor DAX1 | hit rate 0.99% among 340,000 | inhibition, % at 6.75 µM | HEK293 Gal4-DAX1 luciferase reporter, luminescence | P51843 | AID 504766;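 active = inhibition above the mean over all tested compounds plus 3 SD, cut at about 4.2% in these data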;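 note: 0% = DAX1-transfected cells with DMSO and 100% = empty-vector control cells with DMSO; inhibition shows as a rise in luminescence from relieved DAX1 repression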
ssDAF12 agonist: activators of S. stercoralis DAF-12 nuclear receptor; HEK293 ssDAF-12/GRIP1 lit1-tk-luc reporter, luminescence; % of 3 µM dafachronic acid response; hit rate 1% among 370,000; activation, % at 6.8 µM;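 active = activation above the mean over all tested compounds plus 3 SD, cut at about 0.9% in these data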;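 note: 0% = DMSO-only wells and 100% = 3 µM delta7-dafachronic acid wells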
hcDAF12 agonist: H. contortus DAF-12 activation, primary screen | HEK293 hcDAF-12 lit1-tk-luc reporter, luminescence; 0% DMSO, 100% Δ7-dafachronic acid | activation, % at 6.8 µM | hit rate 1.4% among 370,000 | AID 652067;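 active = activation above the mean of all tested compounds plus 3 SD, cut at about 5.5% in these data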;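 note: 100% = response to 3 µM Δ7-dafachronic acid high control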
PLCg1 inh: inhibitors of human phospholipase C gamma1; P19174; AID 720700; purified PLC-gamma1, fluorogenic substrate, fluorescence; inhibition, % at 12.2 µM; hit rate 0.84% among 370,000; in the data active = inhibition above about 9.5%
SMARCA2 act: increases SMARCA2 function in MMTV reporter cells; MG213 cells, MMTV-luciferase reporter, dexamethasone, overnight; activation, % at 9.1 µM; hit rate 1% among 370,000; AID 652017; in the data active = activation above about 7.8%;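 note: 0% = vehicle wells and 100% = reference activator wells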
hgDAF-12 ag: activates the H. glycines DAF-12 receptor ligand-binding domain. activation, % at 6.8 µM. HEK293 GAL4-hgDAF12 UAS-luciferase reporter, agonist luminescence; normalized to butyrate control. hit rate 1.8% among 370,000;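 active = activation above a cutoff set at the mean of all screened compounds plus 3 SD, cut at about 10% in these data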;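 note: 0% = DMSO wells and 100% = sodium butyrate wells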
PLCb3 inh: PLC-beta3 (human) inhibition, primary screen | hit rate 0.18% among 370,000 | Purified PLC-beta3, fluorogenic substrate, fluorescence | Q01970 | inhibition, % at 12.2 µM | AID 720704; in the data active = inhibition above about 11%;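 note: 0% = median of compound wells on plate and 100% = full blocker control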
Target sequence (Q01970 whole entry, looked up): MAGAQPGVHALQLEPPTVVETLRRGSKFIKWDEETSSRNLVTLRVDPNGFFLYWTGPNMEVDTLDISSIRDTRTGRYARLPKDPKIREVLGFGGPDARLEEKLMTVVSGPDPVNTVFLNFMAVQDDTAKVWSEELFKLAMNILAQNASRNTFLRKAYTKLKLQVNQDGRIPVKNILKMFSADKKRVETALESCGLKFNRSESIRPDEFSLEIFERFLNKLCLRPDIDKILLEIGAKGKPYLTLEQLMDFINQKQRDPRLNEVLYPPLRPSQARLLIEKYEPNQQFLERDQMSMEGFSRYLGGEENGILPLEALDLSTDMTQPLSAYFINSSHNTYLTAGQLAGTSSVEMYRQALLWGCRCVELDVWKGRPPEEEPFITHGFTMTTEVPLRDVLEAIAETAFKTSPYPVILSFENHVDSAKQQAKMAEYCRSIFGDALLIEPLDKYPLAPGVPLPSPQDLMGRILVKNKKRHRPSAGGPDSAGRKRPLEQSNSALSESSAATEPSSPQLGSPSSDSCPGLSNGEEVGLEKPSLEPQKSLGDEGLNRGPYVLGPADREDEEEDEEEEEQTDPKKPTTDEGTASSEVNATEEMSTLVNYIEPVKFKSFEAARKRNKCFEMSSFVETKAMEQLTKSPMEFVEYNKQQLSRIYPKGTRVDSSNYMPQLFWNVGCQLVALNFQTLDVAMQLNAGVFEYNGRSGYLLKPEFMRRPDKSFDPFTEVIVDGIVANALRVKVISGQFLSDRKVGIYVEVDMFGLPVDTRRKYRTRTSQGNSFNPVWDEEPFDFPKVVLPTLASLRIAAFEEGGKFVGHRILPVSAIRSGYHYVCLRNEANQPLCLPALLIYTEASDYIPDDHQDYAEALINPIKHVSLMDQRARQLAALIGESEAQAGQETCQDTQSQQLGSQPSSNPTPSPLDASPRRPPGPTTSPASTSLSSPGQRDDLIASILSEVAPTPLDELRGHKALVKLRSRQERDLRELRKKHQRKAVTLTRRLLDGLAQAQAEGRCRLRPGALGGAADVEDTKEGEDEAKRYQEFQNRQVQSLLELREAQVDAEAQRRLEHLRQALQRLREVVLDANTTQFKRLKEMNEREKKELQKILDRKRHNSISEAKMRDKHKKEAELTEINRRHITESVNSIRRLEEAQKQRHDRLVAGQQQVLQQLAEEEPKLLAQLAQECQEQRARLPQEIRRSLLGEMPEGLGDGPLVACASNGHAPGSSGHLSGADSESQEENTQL
DAX1 inh-2: inhibitors of DAX1 repression of SF-1 activated StAR promoter; inhibition, % at 6.8 µM; HEK293T StAR-luciferase reporter, SF-1/DAX-1 repression relief; AID 652010; hit rate 1.1% among 370,000;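 active = inhibition above the mean over all tested compounds plus 3 SD, cut at about 3.6% in these data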;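 note: 0% = DAX-1 cells with DMSO and 100% = cells lacking DAX-1 with DMSO; higher inhibition means more luminescence from relief of DAX-1 repression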
Active calls of the source: *; nt = not tested or not shown.

Structure,Rev-erbA mod,MBD2 inh,DAX1 inh-1,ADAM17 inh,hgDAF-12 ag,PLCg1 inh,ssDAF12 agonist,DAX1 inh-2,hcDAF12 agonist,SMARCA2 act,PLCb3 inh
COc1ccc(/C=C2\SC(=S)N(N3CCOCC3)C2=O)c(OC)c1,2.8,-5.3,2.4,-3.5,-1.7,0.9,-1.0,-0.4,1.2,-4.0,-6.2
CN(C)C(=O)c1ccc(N/C=C(\C=O)c2nc3ccccc3o2)cc1,-3.1,1.8,2.0,-0.7,2.4,-0.9,-0.1,1.2,0.4,-0.5,5.1
CCOC(=O)COc1cc(-n2c(=S)[nH]c3ccccc3c2=O)c(Cl)cc1Cl,-2.4,3.9,-0.1,3.8,0.2,1.0,-0.9,0.3,-2.3,-2.1,4.0
Cn1c(N2CCN(C(=O)Nc3ccc(F)cc3)CC2)nc2ccccc21,-2.0,-5.7,-0.5,-1.2,0.0,5.3,-1.3,-0.9,-2.6,1.3,1.5
Cc1nc2cc(N3CCCCC3)c(NC(=O)c3ccncc3)cc2c(=O)n1Cc1ccccc1,-8.9,-7.0,1.2,-3.5,1.6,3.4,-0.4,0.1,-1.2,0.4,-3.9
CCc1nnc(N2C(=N)SCC2=O)s1,-3.1,-4.3,0.3,-1.6,0.3,-0.5,-2.2,-0.5,0.0,-0.9,-0.6
CCCc1nc2ccccc2c(=O)n1NC(=O)c1c(O)c2cccc3c2n(c1=O)CCC3,-0.7,1.1,2.5,-0.8,-1.4,2.3,-1.0,-0.1,0.0,-3.6,0.4
O=C(NN(C(=O)C1CC1)c1nc2ccccc2s1)C1CC1,0.1,2.6,1.7,2.9,-1.0,-2.2,-0.6,0.2,0.8,1.8,4.4
COc1ncccc1-c1nnn(-c2ccc(F)cc2)n1,5.5,-6.7,2.9,-4.6,6.0,5.0,0.3,1.4,1.6,7.0,3.4
COc1ccccc1C(=O)NC1CCCCN(Cc2ccc(C)cc2)C1=O (centres undefined),-5.8,3.4,nt,0.3,1.4,-1.2,-1.1,-0.6,0.7,-0.8,0.8
COc1ccc(N2CCN(C(=O)C(=O)c3c(C)n(C)c4ccccc34)CC2)cc1,-1.1,-2.4,-0.1,-2.1,2.2,1.4,-1.6,-0.9,-1.2,1.9,-2.3
O=C(CN1C(=O)S/C(=C/c2cccnc2)C1=O)N1CCOCC1,3.0,-0.5,-1.0,-0.9,1.8,1.2,-1.3,0.2,-2.1,-1.4,1.0

2 entries picked at random from the list so far, as already listed:
Structure,Rev-erbA mod,MBD2 inh,DAX1 inh-1,ADAM17 inh,hgDAF-12 ag,PLCg1 inh,ssDAF12 agonist,DAX1 inh-2,hcDAF12 agonist,SMARCA2 act,PLCb3 inh
O=C(NN(C(=O)C1CC1)c1nc2ccccc2s1)C1CC1,0.1,2.6,1.7,2.9,-1.0,-2.2,-0.6,0.2,0.8,1.8,4.4
CCCc1nc2ccccc2c(=O)n1NC(=O)c1c(O)c2cccc3c2n(c1=O)CCC3,-0.7,1.1,2.5,-0.8,-1.4,2.3,-1.0,-0.1,0.0,-3.6,0.4

More records.
Structure,Rev-erbA mod,MBD2 inh,DAX1 inh-1,ADAM17 inh,hgDAF-12 ag,PLCg1 inh,ssDAF12 agonist,DAX1 inh-2,hcDAF12 agonist,SMARCA2 act,PLCb3 inh
C=CCn1c(C)cc(C)c(C#N)c1=O,-0.9,-1.2,0.2,-1.8,2.7,1.7,-0.6,0.4,-1.9,-2.7,3.7
CCOc1cc(C(C(=O)NCC2CCCO2)N(C(=O)Cn2nnc3ccccc32)c2ccccc2C)ccc1O (centres undefined),1.7,-1.4,-0.6,-0.8,-1.4,2.9,-1.4,0.2,-1.5,0.7,0.5
COC(=O)Cc1nnn2c1[C@H](C)[C@H](c1cccc(OC)c1OC)OCC2,1.9,16.0*,nt,-2.2,0.0,1.1,-0.6,-0.2,-1.1,0.4,5.5
Nc1nc2ncccc2cc1C(=O)C1=C(c2ccccc2)Cc2ccccc21,-1.5,3.5,nt,-4.5,-3.9,-0.1,-1.1,-2.2,-0.6,-1.5,-5.5
COc1ccc(C(c2sc3nc(C)nn3c2O)N2CCc3ccccc3C2)cc1 (centres undefined),0.3,-1.1,-0.7,-0.2,0.8,-0.1,-1.1,0.0,1.6,3.9,-0.8
CCOC(=O)N1CCN(C(=O)COC(=O)C2CCN(S(=O)(=O)c3c(Cl)cccc3Cl)CC2)CC1,-1.1,2.1,0.9,-2.9,3.6,0.8,-1.0,-0.5,-0.4,-4.7,-0.7
O=C(CCn1nnc(-c2cccs2)n1)N1CCc2ccccc2C1,-0.3,-1.0,0.0,-1.6,0.0,0.9,-1.0,-0.1,0.1,2.4,-0.4
CC1(C(=O)Nc2ccccc2)Cc2c(-c3cccc(C(F)(F)F)c3)ccnc2O1 (centres undefined),-0.5,1.1,nt,3.2,7.3,0.8,-1.2,-0.6,0.7,-3.4,0.4
CC(=O)Nc1ccc(S(=O)(=O)N2CCN(S(=O)(=O)c3ccc(F)c(F)c3F)CC2)cc1,-5.1,-2.4,-0.2,-3.5,1.3,1.9,-1.1,0.0,-0.2,-3.0,-2.1
Cc1ccc(N(C)C(=O)c2cc(S(=O)(=O)N3CCCCC3)c[nH]2)cc1,-2.1,0.5,0.1,1.1,0.6,0.2,-1.2,0.0,-2.3,-0.3,0.3
O=C(c1ccccc1)N1CCN(S(=O)(=O)c2ccc(Cl)c(C(F)(F)F)c2)CC1,-1.4,-6.5,0.8,0.0,-0.4,-0.4,-0.9,1.2,0.6,-3.1,-7.8
Cc1ccc(S(=O)(=O)N2CCN(C(=O)Cc3ccc(S(=O)(=O)N4CCOCC4)s3)CC2)cc1,1.4,0.3,0.0,0.8,-0.4,-0.3,-1.1,-2.6,-1.8,-1.8,-11.8
O=S(=O)(Cc1ccccc1Cl)NCCc1ccc(F)cc1,-0.6,3.8,0.4,-1.8,-1.0,-4.2,-1.9,0.3,-2.7,-1.5,-5.9
CC(C)(C)NC(=O)c1ccc2c(c1)C1C3CCC(C3)C1C(c1ccccc1)N2 (centres undefined),-2.2,0.5,-1.7,6.2,3.8,1.2,-1.9,-1.0,-1.0,-3.5,4.0
C[C@@H]1CN([C@H](C)CO)C(=O)CCCn2nncc2CO[C@@H]1CN(C)C(=O)Nc1ccc(N2CCN(C)CC2)cc1,-1.0,-7.2,1.0,0.7,1.5,-0.1,-0.4,-0.2,-1.3,6.0,-3.3
O=C(Cn1nnnc1CN1CCOCC1)N1CCC(c2cccc(Cl)c2)C1 (centres undefined),-4.2,2.3,1.3,-0.6,1.3,4.9,-0.3,0.5,1.9,-1.7,-1.4
O=C(NNc1ccccc1C(F)(F)F)c1sccc1Br,1.2,-0.3,1.5,0.8,2.2,-4.4,-1.1,0.4,1.7,-0.3,-7.3
CCN(Cc1ccccc1)C(=O)CCNS(=O)(=O)c1ccc2c(c1)CC(C)N2C(C)=O (centres undefined),-3.1,6.2,-0.1,-1.6,-3.7,3.0,-1.4,-0.4,-2.6,-2.0,-11.2
Cc1cccc(C)c1NC(=O)CN(C)C(=O)c1ccccc1Sc1ccccc1C#N,-0.1,-1.4,1.8,1.1,-2.5,2.4,-1.3,-1.0,1.3,-0.7,-2.6
COc1ccc(C(C)=NOC(=O)c2c(-c3ccccc3Cl)noc2C)cc1CN1CCOCC1,-0.1,4.7,-0.4,1.9,-2.6,2.4,-1.2,-1.8,-1.0,-1.5,3.2
CCOc1ccc(NC(=O)C2CCCN(C)C2)cc1 (centres undefined),0.2,-3.6,-1.1,-4.0,-0.7,-1.4,-1.1,0.1,-0.6,-0.7,-5.7
O=C(NCc1cccc(Cl)c1)c1ccc2c(c1)OCCO2,-1.6,-6.4,-2.6,1.0,1.0,2.0,-1.1,0.8,0.1,0.6,-0.4
COc1ccc(/C=C/C(=O)N2CC(C)OC(C)C2)cc1OC (centres undefined),5.9,1.3,0.9,-17.4,0.6,-14.4,-0.9,0.2,-1.5,-0.1,-20.0
CN(C)CCOC(=O)CCCCCCCCC(=O)OCCN(C)C,-0.8,-3.1,1.5,-1.7,-0.4,0.5,-0.2,0.0,0.6,-3.6,-3.9
O=C(CN1C(=O)C2C3C=CC(C3)C2C1=O)OCC(=O)c1ccc(Br)cc1 (centres undefined),-3.4,-3.7,0.5,2.6,-2.5,4.0,-1.0,-1.4,0.4,3.2,-3.5
Cc1cc(C)n(-c2ccc(NC(=O)C3CCCCN3C(=O)c3ccoc3)cc2)n1 (centres undefined),1.0,-2.1,0.4,1.0,-0.8,-0.7,-1.1,1.1,-1.1,-1.1,-2.5
CN(CC(=O)Nc1ccc(Cl)c(C(F)(F)F)c1)C(=O)c1cccc2cccnc12,-3.0,4.6,-0.8,-2.0,1.3,4.3,-0.8,-1.3,-0.9,-2.0,-7.8
C=CCn1c(SCc2c(C)noc2C)nc2cc(C(=O)O)ccc2c1=O,-1.9,0.3,0.6,0.0,8.1,-2.0,-0.8,-1.1,2.3,-1.3,-1.3
C[n+]1cccc(O)c1SCc1ccccc1,6.6,0.1,1.5,-4.5,0.6,2.1,-0.7,0.5,0.9,1.2,-1.1
CCOC(=O)c1c(C)[nH]c(C)c1S(=O)(=O)NCc1cc(C)ccc1C,-0.7,3.1,0.5,-0.7,0.8,5.4,-1.8,-0.5,-0.7,3.4,-1.4
O=C(c1cnn2c(C(F)(F)F)cc(-c3cccs3)nc12)N1CCOCC1,2.3,-1.5,-0.4,-61.0,-1.1,-420.1,-0.8,-0.4,-0.2,-3.2,-489.8
COc1ccc(NC(=S)NN2CCN(C)CC2)cc1,3.1,0.5,1.1,-2.4,0.9,-0.2,-1.0,1.3,-1.8,-0.9,-3.4
O=S1(=O)CCOC[C@H](Cc2ccccc2)N1Cc1ccc(Cl)cc1,-2.4,1.9,-0.1,-0.5,-1.3,3.6,-1.1,0.0,-2.0,0.4,2.3
O=C(Cc1cccs1)Nc1ccccc1C(=O)O,10.1,1.0,0.1,-0.5,0.6,1.5,-0.8,0.3,0.2,2.7,2.9
COc1ccc(N(Cc2cc3cccc(C)c3[nH]c2=O)S(=O)(=O)c2ccc(Cl)cc2)cc1,20.6*,2.2,0.0,-6.2,3.3,3.7,-0.5,1.3,-0.5,1.7,-7.6
O=[N+]([O-])c1ccc(Oc2cc(NC3CCCCCCC3)c([N+](=O)[O-])cc2[N+](=O)[O-])cc1,-5.5,8.1,2.3,-4.9,-0.4,-1.6,-1.4,0.1,0.1,1.9,-3.0
O=C(c1ccc(Br)s1)N1CCN(C/C=C/c2ccccc2)CC1,1.5,5.3,-1.3,1.1,-2.8,0.4,-2.0,-0.2,-1.2,-3.0,-6.0
Cc1ccc(NC(=O)c2cccc(Oc3ccc([N+](=O)[O-])cc3)c2)c(C(=O)O)c1,2.3,-5.9,-0.7,8.6,3.9,5.5,-1.1,0.1,-1.7,-2.9,-6.6
O=C(c1ccccc1)c1cnc[nH]1,4.3,1.1,2.1,-4.3,-2.0,0.5,-1.2,0.3,2.3,-3.6,-11.1
CCc1cccc2sc(NC(=O)C3CC3)nc12,-0.9,-4.2,0.8,6.2,-0.4,8.7,-1.6,0.6,-1.0,-4.0,8.1
Cc1cc(-c2ccc(C)c(S(=O)(=O)Nc3cc(C)on3)c2)on1,-0.4,-1.7,0.5,-3.7,0.0,-0.3,-1.4,1.0,2.0,-3.5,-5.6
